# ALOX12 inh: Primary qHTS assay for inhibitors of human arachidonate 12S-lipoxygenase (ALOX12): Round 2. Polyunsaturated fatty acid lipoxygenase ALOX12 (Homo sapiens), P18054. purified 12hLO, xylenol orange hydroperoxide absorbance. Potency, µM (doses to about 108 µM), for inactives: at the highest dose activity change, negative = inhibition, actives largely listed as inhibitors. 580,000 compounds, 1.1% hits. AID 1671190, 2021; further: potency means the concentration at half of the fitted maximal effect; on the % scale 0 is the no-effect control and ±100 the full control effect
#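 Purified human 12hLO (150 nM final) in 25 mM Hepes, 0.01% Triton X-100, pH 7.0 was preincubated 15 min at room temperature with compound. Then 40 uM arachidonic acid was added, 30 min. Hydroperoxide was read by Fe-XO absorbance ratio 573/405 nm.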
# LDHA block: qHTS assay for inhibitors of human lactate dehydrogenase | L-lactate dehydrogenase A chain (Homo sapiens), P00338 | activity change, % (values are at about 110 or 230 µM) | purified LDHA, NADH/diaphorase-resazurin fluorescence; stronger effect = lower value | 480,000 compounds, 0.15% hits; in the data active means activity change below about -30%; inconclusive means mostly about -25% to -30%;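 further: plate controls were DMSO wells for no effect and wells without enzyme for full effect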
#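 Resorufin fluorescence (ex540/em590), read at 0 and 20 min after diaphorase/resazurin addition, reports the NADH left after a 5 min room-temperature reaction of 2 nM human LDH5 with 0.06 mM NADH and 0.2 mM pyruvate.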
# POLK inh: qHTS for Inhibitors of Polymerase Kappa; purified Pol kappa, fluorescent DNA synthesis assay, 10 min; Potency, µM (doses to about 107 µM), without a hit: top-dose activity, negative = inhibition, usual class: inhibitors; AID 588579, 2011; 400,000 compounds, 0.53% hits; further: potency means the concentration at half of the fitted maximal effect; on the % scale 0 is the no-effect control and ±100 the full control effect
#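 Enzyme at 10 nM met test compounds for 15 min at room temperature. Substrate addition (50 nM final) began the reaction, which was monitored by fluorescence at 0 and 10 min.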
# ERG Ets-DNA blk: qHTS for Small Molecule Inhibitors of the ERG Ets/DNA interaction; fluorescence polarization, His-ERG Ets domain / labelled DNA; Potency, µM (highest dose often 76.9 µM), without a hit: top-dose FP activity, negative = inhibition, hits mostly inhibitors; 370,000 compounds, 0.028% hits; AID 624246, 2012; active means well fitted inhibition curve with a large enough effect in the polarisation, with a control signal flat; inconclusive means small, poorly fitted or top-dose-only effect, or effect the other way, or a change in a side signal; inactive means no such curve, though single readings can be large or run the other way; the % refers to the polarisation;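 further: polarization taken with two DNA probes labelled with fluorescein and Texas red; potency means the concentration at half of the fitted maximal effect; % of control where 0% means no effect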
#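 His-tagged ERG Ets domain (1 uM in the protein solution; 300mM KCl, 50mM Tris-HCl, 1mM EDTA, 1mM DTT, pH 7.5) received compound, then a probe mix of 5 nM fluorescein-DNA and 100nM Texas-615-DNA. Fluorescence polarization was read for both dyes.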
# Apoferritin bind: qHTS Assay for Identification of Novel General Anesthetics; Ferritin light chain (Equus caballus), P02791; AID 485281, 2010; apoferritin/1-aminoanthracene competitive binding, fluorescence; 350,000 compounds, 0.074% hits; Potency, µM (series often up to 77.5 µM), for the others: at the top dose activity change, negative = displacement, actives largely listed as inhibitors; further: potency means the concentration at half of the fitted maximal effect; on the % scale 0 is the no-effect control and ±100 the full control effect; nearly all actives have a fitted effect of over 20% in size
# Target sequence (P02791 2-175 limits assumed): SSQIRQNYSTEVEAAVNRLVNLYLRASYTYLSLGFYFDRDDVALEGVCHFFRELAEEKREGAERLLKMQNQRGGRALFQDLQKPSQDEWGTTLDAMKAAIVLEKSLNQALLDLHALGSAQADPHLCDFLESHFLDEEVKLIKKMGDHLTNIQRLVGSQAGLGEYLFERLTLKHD
#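 Read-out: endpoint 1-AMA fluorescence, excitation 380 nm and emission 535 nm, after compounds sit 10 min at room temperature with 10 uM horse-spleen apoferritin in 50% saturated 1-AMA/PBS. Values come from four-parameter Hill fits.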
# RGS4 inhibitor: Inhibitors of Regulator of G Protein Signaling (RGS) 4: qHTS | Regulator of G-protein signaling 4 (Homo sapiens), P49798 | Transcreener GDP fluorescence polarization, RGS4-accelerated GTP hydrolysis | Potency, µM (top dose mostly 114 µM), without a hit: at the highest dose activity change, negative = inhibition, most hits filed as inhibitors | 390,000 compounds, 0.039% hits | AID 504845, 2011; further: potency means the concentration at half of the fitted maximal effect; on the % scale 0 is the no-effect control and ±100 the full control effect; nearly all actives have a fitted effect of over 75% in size; some results filed as inactive show a strong effect at the top dose
# Target sequence (P49798 whole entry, looked up): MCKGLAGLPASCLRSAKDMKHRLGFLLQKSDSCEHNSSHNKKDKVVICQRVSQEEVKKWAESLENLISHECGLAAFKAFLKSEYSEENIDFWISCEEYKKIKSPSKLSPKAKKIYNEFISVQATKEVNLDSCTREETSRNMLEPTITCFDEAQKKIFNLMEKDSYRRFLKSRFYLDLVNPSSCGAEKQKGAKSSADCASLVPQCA
#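 MLSMR compounds (23 nl, pin-transferred) preincubated 10 min at room temperature with a 500nM (2x) first reagent, then RGS4 at 900nM (2x) plus Transcreener GDP mix added; fluorescence polarization (620/688 nm) read before and after 90 min at 30 °C.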
# APE1 inh: qHTS Assay for Inhibitors of the Human Apurinic/apyrimidinic Endonuclease 1 (APE1); recombinant APE1, TAMRA/BHQ-2 abasic DNA cleavage fluorescence; Potency, µM (doses to about 65.8 µM), for inactives: at the highest dose activity change, negative = inhibition, actives largely listed as inhibitors; 350,000 compounds, 0.35% hits;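 further: potency means the concentration at half of the fitted maximal effect; plate controls were vehicle for no effect and reference inhibitor for full effect; nearly all actives have a fitted effect of over 55% in size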
# Target sequence (P27695 whole entry, looked up): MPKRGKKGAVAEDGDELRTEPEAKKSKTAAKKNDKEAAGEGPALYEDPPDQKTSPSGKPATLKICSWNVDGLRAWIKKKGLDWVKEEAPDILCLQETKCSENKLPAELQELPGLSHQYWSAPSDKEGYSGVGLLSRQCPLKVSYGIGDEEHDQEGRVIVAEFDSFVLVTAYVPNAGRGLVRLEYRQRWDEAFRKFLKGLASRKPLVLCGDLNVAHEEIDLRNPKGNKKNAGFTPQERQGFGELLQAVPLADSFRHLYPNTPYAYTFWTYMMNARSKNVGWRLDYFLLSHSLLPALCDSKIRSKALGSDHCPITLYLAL
#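 Step 1: APE1 (0.75 nM) with compound, 15 min RT. Step 2: add 50 nM fluorophore/quencher THF duplex. Step 3: three fluorescence reads 60 s apart (525/598 nm); read 3 minus read 1 = reaction progress.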
# POLB inh: qHTS Assay for Inhibitors of DNA Polymerase Beta | P06746 | Pol beta primer extension/strand displacement, fluorescence kinetic | Potency, µM (highest dose often 114 µM), inactives show at the highest dose activity change, negative = inhibition, actives largely listed as inhibitors | 340,000 compounds, 1.3% hits | AID 485314, 2010; further: potency means the concentration at half of the fitted maximal effect; on the % scale 0 is the no-effect control and ±100 the full control effect
#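 Pol beta (10 nM) was preincubated with compound for 15 min at room temperature. The reaction was then started with 50 nM substrate and read immediately and after a further 10 min at room temperature.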
# Pol eta inh: qHTS for Inhibitors of Polymerase Eta. recombinant Pol eta, fluorescent DNA replication assay. 390,000 compounds, 1.2% hits. Potency, µM (titrated, usually from 114 µM), for inactives: at the top dose activity change, negative = inhibition, most hits filed as inhibitors; further: potency means the concentration at half of the fitted maximal effect; on the % scale 0 is the no-effect control and ±100 the full control effect
#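 Pol eta (10 nM) was preincubated with compounds for 15 min at room temperature, after which fluorescent replication substrate (50 nM final) was added to start the reaction. Fluorescence was read kinetically at 0 and 10 min.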
# Numbers without * were called inactive; u = inconclusive; x = no result given; [ ] = another dose, or the depositor's remark. Unless noted, the call rests on the fitted dose curve; in most records, active means well fitted curve in the direction sought with a large enough effect; inconclusive means small, poorly fitted or top-dose-only effect, or another doubt; inactive means no such curve, though single readings can be large; an effect the other way counts as inactive or inconclusive.
item	structure	Pol eta inh	ERG Ets-DNA blk	APE1 inh	Apoferritin bind	ALOX12 inh	RGS4 inhibitor	LDHA block	POLB inh	POLK inh
1	CCOc1cc(C2C(C#N)=C(N)OC3CCCC(=O)C32)ccc1OCCN1CCOCC1 (centres undefined)	0%	8%	-7%	-9%	-21%	-47%	-4	6%	-6%
2	CC(C)(C)OC(=O)N1CCC(NC(=O)c2nc[nH]c2C(=O)NCc2ccccc2)CC1	-16%	10%	0%	x	-1%	-23%	0	x	8%
3	Cc1nc(N2CCN(S(=O)(=O)c3ccccc3)CC2)c2cc(-c3ccccc3)sc2n1	-11%	1%	-1%	-10%	0%	-4%	-3	-2%	9%
4	CC(/C=C1\SC(=S)N(CCC(=O)Nc2nc(C)cs2)C1=O)=C\c1ccccc1	-23%	34%	-3%	-8%	u	-6%	1	-8%	-9%
5	O=C(CSc1cccc2cccc(Cl)c12)OCC(=O)N1CCN(C(=O)c2ccco2)CC1	3%	10%	-9%	-4%	u	-4%[56.9 µM]	3	u	-18%
6	O=C(CCNS(=O)(=O)c1ccccc1)N1CCCCCC1	-10%	4%	26%	-3%	20%	29%	-12	20%	-8%
7	O=C(COC(=O)c1ccc(Cl)cc1)NC(=O)NC1CCCC1	-16%	8%	-18%	x	11%	-2%	0	x	2%
8	Cc1ccccc1NC1=C(Cl)C(=O)OC1OC(=O)c1ccccc1C (centres undefined)	-7%	-4%	-7%	-12%	-16%	3%	-7	-19%	-9%
9	CC(C)N(Cc1ccccc1)C(=O)c1cccs1	-23%	-7%	10%	-8%	0%	-21%	-11	-14%	-4%
10	O=C(O)c1ccc(CN(c2ccccc2)S(=O)(=O)c2ccccc2)cc1	1%	0%	7%	-1%	20%	9%	-5	4%	-3%
11	O=S(=O)(NCCSc1nnc(-c2ccco2)n1-c1ccccc1)c1ccccc1	-8%	-11%	-3%	-13%	0%	-17%	-3	u	-2%
12	N#Cc1ccccc1S(=O)(=O)N1CCN(C(=O)CCc2ccccc2)CC1	-6%	-6%	34%	x	u	-3%	-6	x	-15%
13	CCc1ccc(NC(=O)COC(=O)CCC2CCCC2)cc1	-7%	x	-8%	x	-5%	23%	0	x	-6%
14	CCOC(=O)c1cc(CC)sc1NC(=O)c1cc(OC)c(OC)c(OC)c1	-8%	-1%	0%	-2%	u	-5%	-3	0%	4%
15	Cc1c(C(=O)OC(C)C)sc2nc[nH]c(=O)c12	-12%	x	-5%	-13%	4%	-5%	-3	u	-11%
16	Cc1ccc(C(=O)O/N=C(/c2nonc2N)N(C)C)cc1	-22%	-4%	-2%	-17%	0%	-10%	-4	-2%	-2%
17	COc1cccc(Cn2cccc(NC(=O)Nc3ccc(C#N)cc3)c2=O)c1	-8%	-7%	-7%	31%[activator]	-5%	-1%	-4	-10%	-20%
18	C/C(=N\NC(=S)NCCc1ccccc1)c1ccc(O)cc1O	-17%	-5%	43%	-4%	u	-35%	0	-13%	3%
19	COc1ccc(N(CC(=O)NCCSCc2ccco2)S(=O)(=O)c2ccccc2)cc1	-3%	22%	1%	6%	-13%	-32%	-3	-11%	-7%
20	CCOC(=O)Cc1csc(N/N=C\c2ccc(N(C)C)cc2)n1	-5%	-2%	-6%	-11%	u	-5%	-1	3%	-23%
21	CC(C)(C)C(=O)Nc1c(Cl)cccc1OC(F)(F)F	2%	-14%	-1%	6%	u	18%	-7	17%	-14%
22	CCCc1cc(=O)oc2c3c(cc(OCC(=O)NCCCn4ccnc4)c12)OC(C)(C)CC3	-5%	-8%	11%	-7%	22%	6%	-13	1%	-4%
23	COc1cc2c(cc1OC)C(C)N(C(=O)c1ccc(Cl)c(S(=O)(=O)N3CCCCC3)c1)CC2 (centres undefined)	-20%	-7%	-3%	-9%	42%[activator]	1%	-3	2%	-1%
24	COc1ccc(C)cc1S(=O)(=O)Nc1cc2c3c(c1)CCN3C(=O)CC2	-7%	1%	25%	x	2%	18%	-4	x	1%
25	c1cnc2ccc(C(c3nnnn3C3CCCC3)N3CCN4CCCC4C3)cc2c1 (centres undefined)	-2%	8%	-9%	-11%	-2%	-15%[56.9 µM]	-14	2%	-8%
26	CCn1nnnc1NC(=O)c1ccc2ccccc2c1	4%	-5%	15%	-15%	2%	20%	1	43%	-18%
27	CCn1c(COc2ccccc2C)nnc1SCC(=O)O	-4%	-10%	-6%	-7%	-17%	-7%	-5	17%	-2%
28	CCOc1ccc2nc(N(CCCN(C)C)C(=O)c3ccc(C(=O)c4ccccc4)cc3)sc2c1	-17%	8%	-21%	u	u	32%	4	2%	-6%
29	Cn1ncc(Cl)c1C(=O)N/N=C/c1ccccn1	u	-2%	-3%	3%	9%	-10%	7	15%	-19%
30	Cc1ccc(CN2CCC(c3cc(-c4cccs4)n[nH]3)CC2)cc1	u	0%	-2%	-21%	u	-28%	-6	u	-3%

# A draw from above in order of molar mass, falling.
item	structure	Pol eta inh	ERG Ets-DNA blk	APE1 inh	Apoferritin bind	ALOX12 inh	RGS4 inhibitor	LDHA block	POLB inh	POLK inh
19	COc1ccc(N(CC(=O)NCCSCc2ccco2)S(=O)(=O)c2ccccc2)cc1	-3%	22%	1%	6%	-13%	-32%	-3	-11%	-7%
17	COc1cccc(Cn2cccc(NC(=O)Nc3ccc(C#N)cc3)c2=O)c1	-8%	-7%	-7%	31%[activator]	-5%	-1%	-4	-10%	-20%
24	COc1ccc(C)cc1S(=O)(=O)Nc1cc2c3c(c1)CCN3C(=O)CC2	-7%	1%	25%	x	2%	18%	-4	x	1%

# Further compounds follow:
item	structure	Pol eta inh	ERG Ets-DNA blk	APE1 inh	Apoferritin bind	ALOX12 inh	RGS4 inhibitor	LDHA block	POLB inh	POLK inh
31	Cc1ccc(C(=O)N2CCCC(N3CCN(c4cccc(C(F)(F)F)c4)CC3)C2)s1 (centres undefined)	-26%	-8%	-17%	4%	32%[activator]	1%	1	46%	2%
32	COc1cccc(C2(c3cccc(OC)c3)CC2C(=O)Nc2cccc3ccccc23)c1 (centres undefined)	-6%	-13%	8%	-5%	-28%	-20%	6	35%	-9%
33	Cc1ccc(CN2CC(=O)N3[C@H]4c5ccccc5OC[C@@H]4[C@H](c4ccccc4)[C@]3(C)C2=O)cc1	-19%	4%	-16%	x	-7%	9%	-2	x	-13%
34	Cc1ccc(NC(=O)C2COc3ccccc3O2)cc1 (centres undefined)	-9%	14%	-4%	u	0%	-4%	-9	-24%	1%
35	COCC(C)NC(C(=O)Nc1ccc(Cl)c([N+](=O)[O-])c1)c1ccccc1 (centres undefined)	-11%	x	1%	2%	u	-7%	u	7%	-8%
36	CCc1ccc(C(=O)/C=C/Nc2ccc(S(=O)(=O)Nc3onc(C)c3C)cc2)cc1	-11%	-2%	0%	-9%	u	-13%	-4	0%	-23%
37	COc1ccccc1C(=O)NS(=O)(=O)c1ccc(C)cc1	-5%	3%	25%	x	0%	-4%	-3	x	4%
38	CC1CCCC(NC(=O)COC(=O)c2ccc(Cl)nc2)C1C (centres undefined)	-7%	-1%	10%	x	217%[activator]	-10%	-3	x	-2%
39	CCOc1cc(/C=C(\C#N)C(=O)NCc2cccnc2)ccc1O	-15%	2%	24%	-11%	-14%	4%	1	24%	1%
40	CS(=O)(=O)N1CCN(C(=O)c2ccc3c(c2)OCCO3)CC1	-2%	7%	11%	-10%	2%	2%	0	9%	-5%
41	CN(C)CCCNC(=O)c1ccccc1Oc1ccccc1	-13%	4%	-3%	2%	89%[activator]	-12%	4	10%	-11%
42	NC1=NC(=O)/C(=C/c2ccc(-c3ccc(S(N)(=O)=O)cc3)o2)S1	22µM*	-8%	-6%	-10%	-27%	u	-3	u	79µM*
43	O=S(=O)(Cc1cc(-c2ccccc2Cl)no1)c1ccccc1	2%	-5%	15%	-22%	-23%	-11%	0	-11%	7%

# Sorted by the number under ERG Ets-DNA blk (highest first): 4 of the compounds above.
item	structure	Pol eta inh	ERG Ets-DNA blk	APE1 inh	Apoferritin bind	ALOX12 inh	RGS4 inhibitor	LDHA block	POLB inh	POLK inh
34	Cc1ccc(NC(=O)C2COc3ccccc3O2)cc1 (centres undefined)	-9%	14%	-4%	u	0%	-4%	-9	-24%	1%
40	CS(=O)(=O)N1CCN(C(=O)c2ccc3c(c2)OCCO3)CC1	-2%	7%	11%	-10%	2%	2%	0	9%	-5%
33	Cc1ccc(CN2CC(=O)N3[C@H]4c5ccccc5OC[C@@H]4[C@H](c4ccccc4)[C@]3(C)C2=O)cc1	-19%	4%	-16%	x	-7%	9%	-2	x	-13%
43	O=S(=O)(Cc1cc(-c2ccccc2Cl)no1)c1ccccc1	2%	-5%	15%	-22%	-23%	-11%	0	-11%	7%

# Copied from the list:
# entry 32 in RGS4 inhibitor is entered as -20%
# entry 33 in Pol eta inh is entered as -19%
# entry 41 in POLK inh is entered as -11%

# A portion of the library; count on the stated rates, not on these rows.
